High-throughput results deposited in PubChem BioAssay by Broad Institute.
PglD inh: C. jejuni PglD acetyltransferase inhibitors, primary screen, biochemical, DTNB colorimetric, single point | purified PglD enzyme, DTNB colorimetric CoA detection | inhibition, % at 12.5 µM | 360,000 tested, 0.098% active | AID 602405, 2012; in the data active = inhibition above about 16%, passing the limit was not always enough; also: strong numbers were not always called active
FN deposition inh: inhibitors of fibronectin matrix deposition, primary screen, AH1F cells, Alexa488-fibronectin fluorescence, plate reader; AH1F fibroblasts, overnight; inhibition, % at 12.6 µM; 350,000 tested, 0.086% active;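 active = mean inhibition across replicates of 30% or more, regardless of how many single replicates reach that level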;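 also: positive control wells lacked labelled fibronectin entirely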
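Assay system: AH1F fibroblasts / Quantity: 10000 cells per well / Medium: DMEM plus 2% serum, read in PBS / Reagent: labelled fibronectin 24 nM / Dosing: single dose, pinned / Times: 1 h cell attachment, overnight exposure to compound and label / Signal: fluorescence, ex 485 nm, em 525 nm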
LGR2 inh: inhibitors of bursicon-induced LGR2 CRE-luciferase signal, primary screen, cell-based, HEK293, CRE-luciferase reporter, bursicon stimulation; bursicon-stimulated, 4 h; Drosophila bursicon receptor LGR2 (rickets); inhibition, % at 9.99 µM; 380,000 tested, 0.35% active;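 active = drop in luminescence signal, shown as inhibition above about 50% in the replicate tests, limit read from the data, passing the limit was not always enough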;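 also: agonist challenge used bursicon conditioned medium at about half maximal strength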
EWS-Fli inh: EWS/Fli-driven NR0B1 reporter inhibitors, primary screen, A673 cells, NR0B1 luciferase, luminescence, MLPCN library. viability-normalised. inhibition, % at 12.6 µM. 350,000 tested, 0.67% active. AID 651661, 2012;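 active = mean inhibition of at least 50% after viability correction, with every replicate also passing that limit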;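 also: firefly luciferase signal divided by Alamar Blue viability fluorescence both relative to DMSO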
PAX8 inh HTS: inhibitors of PAX8-driven TPO luciferase reporter, primary screen, RMG-I cells, single concentration. 360,000 tested, 1.2% active. AID 652154, 2013. SteadyGlo, 24 h. inhibition, % at 12.6 µM;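 active = mean replicate inhibition at least 60% with every replicate also reaching 60%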;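 also: luciferase light reporting Pax8 driven TPO promoter activity; plate controls were median of neutral control wells for no effect and mitoxantrone controls for full effect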
PGC1a acetyl inh: inhibitors of PGC1a acetylation signal, primary screen, cell-based, U2OS, AlphaScreen, inhibitor mode; AlphaScreen anti-acetyl-lysine; with virally co-expressed GCN5 acetyltransferase; inhibition, % at 15.6 µM; 350,000 tested, 0.17% active; AID 651687, 2012;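 active = every replicate shows inhibition of at least 40%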;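 also: 0% = neutral control wells and 100% = positive control wells; some results beyond the cut were filed as inactive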
ERAP1 inh: human ERAP1 aminopeptidase inhibitors, primary screen, biochemical, single point, plate reader; recombinant ERAP1, Leu-AMC fluorescence, 60 min; inhibition, % at 10.7 µM; 340,000 tested, 0.15% active;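 active = mean replicate inhibition of at least 30%, or all replicates individually reaching that 30% level; inactive = mean below 30% and not every replicate reaching it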;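 also: 0% = neutral control wells and 100% = L-leucinethiol positive control wells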
Target sequence (Q9NZ08 whole entry, looked up): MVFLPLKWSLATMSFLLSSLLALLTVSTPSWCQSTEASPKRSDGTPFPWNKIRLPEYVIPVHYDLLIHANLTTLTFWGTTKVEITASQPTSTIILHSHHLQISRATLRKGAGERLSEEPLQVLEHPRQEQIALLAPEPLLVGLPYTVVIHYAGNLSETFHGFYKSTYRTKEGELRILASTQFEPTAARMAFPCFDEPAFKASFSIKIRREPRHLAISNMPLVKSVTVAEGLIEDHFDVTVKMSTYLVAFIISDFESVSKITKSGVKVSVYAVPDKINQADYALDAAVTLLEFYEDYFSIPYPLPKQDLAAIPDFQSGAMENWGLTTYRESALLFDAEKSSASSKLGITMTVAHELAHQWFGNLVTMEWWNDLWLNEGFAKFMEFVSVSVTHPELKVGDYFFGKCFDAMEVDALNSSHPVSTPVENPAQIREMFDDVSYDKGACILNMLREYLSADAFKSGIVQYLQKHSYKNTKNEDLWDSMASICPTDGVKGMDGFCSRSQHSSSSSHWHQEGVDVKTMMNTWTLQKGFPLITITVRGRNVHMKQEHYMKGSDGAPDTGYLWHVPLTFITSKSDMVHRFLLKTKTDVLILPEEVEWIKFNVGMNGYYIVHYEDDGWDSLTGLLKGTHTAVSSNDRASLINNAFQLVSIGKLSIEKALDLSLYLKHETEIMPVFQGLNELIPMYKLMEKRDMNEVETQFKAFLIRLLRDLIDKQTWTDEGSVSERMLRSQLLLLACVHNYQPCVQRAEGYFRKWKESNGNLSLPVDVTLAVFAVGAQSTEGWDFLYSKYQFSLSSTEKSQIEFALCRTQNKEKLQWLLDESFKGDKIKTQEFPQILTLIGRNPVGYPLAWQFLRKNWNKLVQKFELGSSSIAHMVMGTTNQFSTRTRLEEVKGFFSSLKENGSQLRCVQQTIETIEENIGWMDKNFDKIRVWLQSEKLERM
S100A4 MyoIIA: inhibitors of S100A4-myosin IIA peptide binding, primary screen, biochemical, fluorescence polarization, TAMRA-MyoIIA peptide | 360,000 tested, 0.14% active | AID 652163, 2013 | Protein S100-A4 (Homo sapiens), P26447 | inhibition, % at 10.7 µM;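 active = mean inhibition of at least 70% across replicates, with every replicate also reaching that level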
Target sequence (P26447 whole entry, looked up): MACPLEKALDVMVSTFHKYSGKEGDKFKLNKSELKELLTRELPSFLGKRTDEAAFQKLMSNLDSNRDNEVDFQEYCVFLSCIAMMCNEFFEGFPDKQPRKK
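Assay system: human S100A4 monomer with TAMRA-labelled myosin IIA peptide / Buffer or medium: Calcium-containing HEPES buffer, pH 7.2 / Reagent: TAMRA-labelled myosin IIA heavy-chain peptide probe, 5 nM / Compound: one dose per compound / Timing: polarization read 5 min after assay mix addition, stable 5–60 min / Benchmarks: neutral control DMSO, positive control TFP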
* marks the source's active call; other numbers are inactive results; · = no result given.

SMILES	PglD inh	FN deposition inh	LGR2 inh	EWS-Fli inh	PAX8 inh HTS	PGC1a acetyl inh	ERAP1 inh	S100A4 MyoIIA
CCCCn1nnnc1C(c1cc2ccccc2o1)N1CCN(c2cc(C)nc3ccccc23)CC1 (stereo unspecified)	·	11.9	7.6	31.1	40.2	·	0.2	9.1
CC1(c2ccc(NC(=O)c3ccccc3F)cc2)CC1(Cl)Cl (stereo unspecified)	-12.6	-1.0	-66.8	-120.1	-149.8	·	·	4.0
CC(=O)N1CCN(c2ccc(NC(=S)NC(=O)c3ccc(C)c([N+](=O)[O-])c3)cc2)CC1	·	7.1	·	10.6	8.1	4.4	-0.3	-0.5
Cc1cc(/C=C(\C#N)C(=O)O)c(C)n1-c1ccc(Br)cc1	7.0	-6.3	-5.9	9.0	-7.6	-2.3	·	0.3
CC(=O)Nc1ccccc1-c1nc2ccccc2nc1OCC(=O)c1ccc2ccccc2c1	11.7	-1.8	-2.4	·	·	-7.0	·	·
Cc1cc(C(=O)NN=C2CCCCCC2)c(C)o1	1.0	4.4	-7.6	-2.0	-12.5	7.6	-2.7	-1.4
O=C(c1ccc(F)cc1)N1CCCCN2[C@H](CO)[C@@H](c3ccc(/C=C/c4ccccc4)cc3)[C@H]2C1	-3.5	·	11.8	-7.8	4.4	-1.4	·	·
CC1CC(C)CN(CCOCCSc2ccc(Cl)cc2)C1 (stereo unspecified)	·	·	1.5	12.8	-10.7	·	-0.3	0.7
O=C(NC1CC1)C1CCN(c2ccc(S(=O)(=O)N3CCOCC3)cc2)CC1	-3.6	·	-1.8	-0.7	·	-0.3	-1.3	-1.4
CC(C)CC(OC(=O)CC1Sc2ccccc2NC1=O)C(=O)NC1CCCC1 (stereo unspecified)	3.2	-2.5	2.8	-22.4	19.2	·	-1.3	0.8
CSc1ccccc1NC(=O)CN(C)C(=O)c1cccc(S(=O)(=O)N(C)C)c1	-9.3	0.8	-0.6	3.2	5.1	16.3	4.5	-4.1
C[C@@H]1CN([C@H](C)CO)C(=O)c2cccc(NS(=O)(=O)c3ccc(Cl)cc3)c2O[C@@H]1CN(C)C(=O)NC1CCCCC1	2.2	12.6	-5.5	4.9	2.5	7.2	0.6	-14.4
COc1ccc(NS(=O)(=O)c2cccc(Cl)c2Cl)cc1S(=O)(=O)N1CCCCC1	·	-4.3	-7.0	7.0	0.5	·	-1.5	-5.1
O=C(Nc1ccc(Cl)c(Cl)c1)N[C@H]1CC[C@H](CCn2cc(C3CCCC3)nn2)O[C@@H]1CO	·	-20.7	2.1	-2.1	0.8	-5.0	·	0.4
C[C@@H]1CN([C@@H](C)CO)C(=O)c2cc(NC(=O)CCCN(C)C)ccc2O[C@@H](C)CCCCO[C@@H]1CN(C)Cc1ccc2c(c1)OCO2	·	·	-3.3	0.0	-7.7	5.1	2.0	1.9
O=C1C2C3CCC(C3)C2C(=O)N1c1ccc2ccccc2c1 (stereo unspecified)	-2.4	2.5	6.6	1.3	5.7	·	0.1	-0.6
CCCOc1ccc(C(C)=O)cc1Cc1c(O)nc(SC)[nH]c1=O	2.4	-8.6	10.2	10.1	-9.5	-5.2	-2.7	-10.1
O=C(Nc1ccc(N2CCCC2)cc1)c1ccc2ccccc2c1	·	2.2	-55.2	-39.2	-134.3	·	3.3	-2.1
C[C@H]1COC(=O)[C@@H](CC(=O)OC(C)(C)C)C/C=C\C[C@@H](CC(=O)N(CCO)Cc2ccccc2)C(=O)N1	3.2	11.1	-15.8	-7.0	-9.7	0.6	3.0	-5.2
CCOC(=O)CSC1=C(C#N)C(c2ccccc2F)C(C(C)=O)=C(C)N1 (stereo unspecified)	1.1	·	-12.9	·	·	-3.8	-0.1	-2.6
O=C(CC1C(=O)NCCN1Cc1ccccc1C(F)(F)F)NC1CCCCC1 (stereo unspecified)	2.1	-4.7	0.2	·	3.1	17.7	-1.9	-11.2
COc1ccc(Cl)cc1-c1noc([C@@H]2O[C@H](CO)[C@H](O)[C@H](O)[C@H]2O)n1	3.9	11.3	-7.3	-1.6	-9.5	10.1	1.7	-5.9
CCOC(=O)/C=C/C(=O)Nc1ccc(S(=O)(=O)N(C)c2ccccc2)cc1	·	-5.1	18.6	15.7	8.4	·	-1.9	0.4
C[C@H](CO)N1C[C@H](C)[C@@H](CN(C)C(=O)Nc2cccc(F)c2)Oc2cc(/C=C/c3ccccc3)ccc2S1(=O)=O	-0.1	·	11.0	22.8	57.9	-9.4	1.6	-7.2
O=C(CNC(=O)C1CCCCC1)OCC(=O)c1ccc(Br)cc1	0.9	-1.8	3.1	·	-9.5	1.9	-8.8	-2.6
O=C(CCNS(=O)(=O)c1ccccc1)OCC(=O)c1ccc(Cl)cc1	·	-14.4	0.3	-0.1	-4.8	·	0.8	-1.5
O=S(=O)(Nc1ccccc1O)c1cccc2cccnc12	·	7.4	12.1	-15.2	4.9	·	-0.4	-2.2
COC(=O)CN1C(=S)N(c2ccc(Cl)cc2)C(=O)C1CC(=O)Nc1ccc(F)cc1 (stereo unspecified)	·	0.1	21.5	1.0	-3.5	·	2.6	0.5
CCOC(=O)N1CCN(C(=O)/C=C/c2cccc([N+](=O)[O-])c2)CC1	·	-3.0	·	-2.3	-4.3	-1.0	6.9	-0.9
COc1ccc(-n2ccnc2)cc1	36.8*	-4.0	-6.7	-2.7	-5.6	·	-0.2	-2.8

PglD inh, what is marked active above.
| compound | PglD inh | LGR2 inh | PGC1a acetyl inh | ERAP1 inh | S100A4 MyoIIA |
| --- | --- | --- | --- | --- | --- |
| COc1ccc(-n2ccnc2)cc1 | 36.8* | -6.7 | · | -0.2 | -2.8 |

The listing continues:
SMILES	PglD inh	FN deposition inh	LGR2 inh	EWS-Fli inh	PAX8 inh HTS	PGC1a acetyl inh	ERAP1 inh	S100A4 MyoIIA
C[C@H](CO)N1C[C@H](C)[C@H](CN(C)C(=O)Nc2ccc3c(c2)OCO3)Oc2ccc(NC(=O)Cn3cnnn3)cc2C1=O	6.1	-1.5	3.9	-6.6	·	-1.4	1.2	-5.6
O=C(O)CCCc1ccccc1	1.8	-4.3	·	-7.4	-12.7	6.7	-0.2	-12.2
C[C@@H]1COC(=O)[C@H](Cc2ccc(F)cc2)CC/C=C/C[C@@H](CC(=O)N[C@@H](CO)Cc2ccccc2)C(=O)N1	-5.3	-17.7	-11.5	-19.6	5.0	·	0.6	-5.7
O=C(c1ccccc1F)N1C[C@@H]2[C@H](c3ccccc31)[C@@H](CO)N2C(=O)Nc1ccccc1	0.4	-3.7	-1.1	5.7	0.0	-1.1	0.2	4.7
O=C(O)c1cccnc1Sc1ncnc2sc3c(c12)CCC3	3.0	1.0	-21.6	0.7	-16.7	16.3	-1.5	-10.1
CCNS(=O)(=O)c1ccc(NC(=O)Nc2cc(C)ccc2OC)cc1	-5.7	-8.8	-5.3	-4.1	-4.5	-24.8	-3.0	-0.6
COc1ccc(S(=O)(=O)NCC2CCCN(C(=O)CC3CCCC3)C2)cc1 (stereo unspecified)	·	-4.9	0.6	-7.1	14.9	·	-1.6	-8.1
O=C1CCN(Cc2cccnc2)CCN1[C@H](CO)c1ccccc1	2.1	-2.5	11.4	-6.9	-4.8	5.6	·	0.1
O=C(CC1NCCNC1=O)Nc1ccc(Oc2ccccc2)cc1 (stereo unspecified)	4.8	4.1	11.3	·	·	3.4	·	·
COc1ccccc1C(CNc1ncccc1[N+](=O)[O-])N(C)C (stereo unspecified)	0.3	6.4	3.0	-12.1	-9.1	·	-2.7	5.6
Clc1ccc(-n2nnnc2-c2cnc(-c3ccccn3)nc2-c2cccs2)cc1	-7.3	1.6	·	·	-23.6	1.7	·	·
Cc1cc(=O)[nH]c(N/N=C/c2ccc(-c3ccc(F)cc3)o2)n1	0.0	-3.8	-16.0	-37.3	-46.1	·	-2.0	-1.7
COCCCn1c(C(=O)N2CCOCC2)cc2c(=O)n3ccccc3nc21	-3.2	-0.1	-12.9	-4.1	13.8	0.6	54.4*	-0.7
O=C(Nc1ccc(N2CCOCC2)c(Cl)c1)c1ccc(-n2cnnc2)cc1	2.1	19.9	7.0	·	-4.2	·	-0.6	0.2
CCN(Cc1ccccc1)S(=O)(=O)c1c(C)[nH]c(C)c1C(=O)N1CCCCC1	-4.3	10.7	0.8	-2.1	7.2	7.1	2.6	6.4

Part of the list above in order of molecular weight, smallest number first.
SMILES	PglD inh	FN deposition inh	LGR2 inh	EWS-Fli inh	PAX8 inh HTS	PGC1a acetyl inh	ERAP1 inh	S100A4 MyoIIA
O=C(O)c1cccnc1Sc1ncnc2sc3c(c12)CCC3	3.0	1.0	-21.6	0.7	-16.7	16.3	-1.5	-10.1
COCCCn1c(C(=O)N2CCOCC2)cc2c(=O)n3ccccc3nc21	-3.2	-0.1	-12.9	-4.1	13.8	0.6	54.4*	-0.7
CCN(Cc1ccccc1)S(=O)(=O)c1c(C)[nH]c(C)c1C(=O)N1CCCCC1	-4.3	10.7	0.8	-2.1	7.2	7.1	2.6	6.4

Following part:
SMILES	PglD inh	FN deposition inh	LGR2 inh	EWS-Fli inh	PAX8 inh HTS	PGC1a acetyl inh	ERAP1 inh	S100A4 MyoIIA
Cn1c(=O)c2c3c(sc2n2c(SCC(N)=O)nnc12)CC(C(C)(C)C)CC3 (stereo unspecified)	-2.0	-12.7	15.8	·	·	6.7	·	·
C[C@H]1CN([C@@H](C)CO)C(=O)Cc2cc(NC(=O)CCC(F)(F)F)ccc2O[C@H]1CN(C)CC1CCCCC1	1.8	·	8.1	-5.9	·	-1.2	1.6	-1.3
O=C1C=CCC(/C=C/c2ccccc2)O1 (stereo unspecified)	·	-4.7	40.5	8.1	-1.9	·	6.0	0.1
COc1ccc(C(c2sc3nc(C)nn3c2O)N2CCc3ccccc3C2)cc1 (stereo unspecified)	-0.5	0.0	-13.6	-1.7	14.0	-23.1	27.8	-0.5
COc1ccccc1OCCCc1c(C)n[nH]c1C	7.6	·	2.9	10.6	·	-12.7	1.7	-1.0
COc1ccccc1N1CCN(Cc2c[nH]c3ccccc23)CC1	3.0	-0.8	-6.2	20.6	16.2	5.6	5.2	10.8
CC(C)(C)NC(=O)COC(=O)C1c2ccccc2Oc2ccccc21	-2.9	2.5	-3.0	-10.4	15.6	-22.2	1.2	2.3
CC(=O)Nc1ccc(NC(=O)/C(=C/c2ccco2)NC(=O)c2ccccc2)cc1	·	-4.3	0.6	2.6	6.7	-0.6	8.7	-9.2
O=C(/C=C/c1ccc2c(c1)OCCO2)c1ccc(O)cc1	-4.9	4.3	-35.3	-69.9	-109.9	-0.5	·	10.7
Cc1c(C(=O)NC(=S)Nc2cccnc2)cccc1[N+](=O)[O-]	0.3	·	14.3	·	-20.8	-6.7	-4.5	2.0
CCC1(CC)NC(=O)N(CC(=O)NCc2ccc3c(c2)OCO3)C1=O	2.3	0.6	·	·	7.1	6.0	·	·
CO[C@H]1CN(C)C(=O)c2ccc(NC(=O)NC(C)C)cc2OC[C@@H](C)N(C(=O)C2CCC2)C[C@@H]1C	-2.4	6.9	8.8	-4.2	·	-12.6	-2.4	-28.0
COc1ccc(NC(=O)Nc2ccc3c(c2)C(=O)N([C@@H](C)CO)C[C@H](C)[C@H](CN(C)Cc2ccc4c(c2)OCO4)OCCCC[C@@H](C)O3)cc1	-0.7	·	-1.2	8.6	-6.5	-1.4	3.3	6.2
CC1(c2ccc3c(c2)OCCO3)NC(=O)N(CC(=O)Nc2ccccc2)C1=O (stereo unspecified)	6.2	-2.3	2.3	-1.9	7.7	-9.4	-3.1	0.5
